PAFAH2 FP inh: inhibitors of human PAFAH2 | inhibition, % at 3.39 µM | recombinant PAFAH2, FP-rhodamine activity probe, fluorescence polarization | AID 492956 | 340,000 tested, 0.99% active | Q99487;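 active = inhibition above the mean over all tested compounds plus 3 SD, cut at about 30% in these data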;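 note: inhibitors block probe labeling of enzyme so polarization drops; 0% = enzyme with DMSO and 100% = wells lacking PAFAH2 protein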
procasp3 activ: activates human procaspase-3. P42574. recombinant procaspase-3 D3A, Ac-DEVD-pNA absorbance 405 nm. activation, % at 8.5 µM. 330,000 tested, 0.11% active. AID 463141;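 active = activation above the mean of all tested compounds plus 3 SD, cut at about 21% in these data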;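 note: 0% = DMSO alone and 100% = DMSO wells spiked with extra 5 µM PC-3 D3A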
Target sequence (P42574 whole entry D9A/D28A/D175A): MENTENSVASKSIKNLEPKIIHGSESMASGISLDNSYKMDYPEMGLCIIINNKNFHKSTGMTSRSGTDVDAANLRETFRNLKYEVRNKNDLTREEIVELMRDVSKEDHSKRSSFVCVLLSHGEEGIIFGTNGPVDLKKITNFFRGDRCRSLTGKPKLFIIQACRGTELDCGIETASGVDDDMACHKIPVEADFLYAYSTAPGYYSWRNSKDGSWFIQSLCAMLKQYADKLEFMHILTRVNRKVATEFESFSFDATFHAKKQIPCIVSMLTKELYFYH
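Test system: Procaspase-3 D3A mutant, all three cleavage aspartates alanine | Dosing: Single dose, 8.5 µM nominal compound, 0.8% DMSO | Schedule: 1 h preincubation, 2 h reaction | Technique: 405 nm absorbance of p-nitroaniline, reads at 0 and 120 min | Repeats: One well per compound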
proCasp7 act: counter-screen for procaspase-3 activators: activators of human procaspase-7. P55210. recombinant procaspase-7, Ac-DEVD-pNA absorbance 405 nm; D23A/D198A/D206A triple mutant, cannot self-cleave; scale: DMSO 0, 5 µM enzyme 100. activation, % at 8.5 µM. 330,000 tested, 0.093% active;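 active = percent activation above the screen-wide mean plus 3 SD, cut at about 25% in these data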
Target sequence (P55210 whole entry D23A/D198A/D206A): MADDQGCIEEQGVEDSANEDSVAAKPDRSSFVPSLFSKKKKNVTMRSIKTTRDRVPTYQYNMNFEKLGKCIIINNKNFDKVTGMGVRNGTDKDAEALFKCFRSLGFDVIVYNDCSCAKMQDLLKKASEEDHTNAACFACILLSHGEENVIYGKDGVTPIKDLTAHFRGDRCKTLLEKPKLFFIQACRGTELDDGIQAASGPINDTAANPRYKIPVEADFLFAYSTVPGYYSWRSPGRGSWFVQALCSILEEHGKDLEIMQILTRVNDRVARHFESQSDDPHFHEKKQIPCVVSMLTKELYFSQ
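System: Uncleavable procaspase-7 mutant enzyme; Amount: 2 µM procaspase-7 mutant as dispensed; Schedule: 1 h compound preincubation, 2 h substrate cleavage, 25 °C; Measured by: 405 nm absorbance of p-nitroaniline; Evaluation: percent activation from buffer-corrected 0–120 min absorbance change; Control set: low DMSO alone, high DMSO plus 5 µM PC-7.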
AHR act: human AHR activation; P35869; AHR-responsive luciferase reporter cells, luminescence; activation, % at 5 µM; 320,000 tested, 2.5% active; AID 2796; in the data active = activation above about 47%;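 note: 0% = vehicle wells and 100% = reference agonist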
PP5 inh: inhibitors of human protein phosphatase 5 (PP5). P53041. purified PP5c, OMFP substrate fluorescence. inhibition, % at 6.7 µM. 320,000 tested, 0.18% active. AID 1987;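 active = inhibition above the campaign's mean inhibition across all tested compounds plus 3 SD, cut at about 9.5% in these data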;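 note: 0% = DMSO only and 100% = 100 µM cantharidin control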
TPT1 inhibitor: blocks Candida albicans tRNA 2'-phosphotransferase | inhibition, % at 5 µM | recombinant caTPT1, FP RNA substrate dephosphorylation | 300,000 tested, 0.81% active | AID 1962;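 active = inhibition above the mean of all tested compounds plus 3 SD, set per screening campaign, cut at about 24% in these data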;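 note: plate controls were DMSO alone for no effect and ferristatin control at 100 nM for full effect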
HCV core dimer: HCV core protein dimerization inhibition. 300,000 tested, 0.33% active. inhibition, % at 5 µM. AID 1899. TR-FRET GST/Flag-core106 dimerization, 1536-well;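 active = inhibition above the mean of all tested compounds plus 3 SD, set per screening campaign, cut at about 45% in these data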
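Test system: GST/Flag-tagged HCV core106 proteins; Medium: KF-containing HEPES buffer, pH 7.45, DTT, CHAPS, BSA; Times: compound-protein-antibody incubation 4 h at 22.5 °C; Detection: TR-FRET 671 and 617 nm emission; Benchmarks: wells lacking GST-core106 and wells with excess unlabelled core106.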
PP1 counter: blocks human PP1-alpha phosphatase, a PP5 counter-screen; purified PP1alpha, OMFP fluorescence; inhibition, % at 6.7 µM; 320,000 tested, 0.9% active; AID 2235;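 active = inhibition above the mean inhibition of all tested compounds plus 3 SD, computed separately for each screening campaign, cut at about 15% in these data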
Target sequence (P62136 whole entry, looked up): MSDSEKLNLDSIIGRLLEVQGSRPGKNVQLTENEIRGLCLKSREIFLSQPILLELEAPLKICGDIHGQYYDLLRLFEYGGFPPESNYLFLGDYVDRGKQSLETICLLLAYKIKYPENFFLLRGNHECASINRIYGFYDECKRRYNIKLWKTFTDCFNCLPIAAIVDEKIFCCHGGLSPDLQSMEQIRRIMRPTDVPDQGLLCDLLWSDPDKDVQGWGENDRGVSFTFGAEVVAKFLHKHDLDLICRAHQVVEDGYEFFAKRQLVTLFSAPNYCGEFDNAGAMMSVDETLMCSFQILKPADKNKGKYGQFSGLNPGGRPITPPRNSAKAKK
Fh CTSL1 inh: counter-screen for PFM18AAP inhibitors: inhibitors of F. hepatica cathepsin L1; inhibition, % at 5.96 µM; recombinant F. hepatica cathepsin L1, Z-Leu-Arg-MCA fluorescence; 300,000 tested, 0.49% active;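 active = inhibition above the mean of all tested compounds plus 3 SD, set per screening campaign, cut at about 17% in these data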;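 note: 0% = plate median of test compound wells and 100% = 1 µM Z-Phe-Ala-diazomethylketone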
* hit, by the source's call; nt = not tested or not shown.

SMILES	PAFAH2 FP inh	procasp3 activ	proCasp7 act	AHR act	PP5 inh	TPT1 inhibitor	HCV core dimer	PP1 counter	Fh CTSL1 inh
Cc1cc(C)nc(/N=C(/NC(=O)Nc2cccc(Cl)c2)Nc2ccccc2)n1	3	-3	-7	6	1.4	-2	6	-6	-5
O=c1oc2ccccc2c(Nc2ccccc2)c1CN1CCCCC1	0	0	-5	4	-1.0	-1	-6	-2	-2
C(=N\Nc1nc2ccccc2[nH]1)/c1cccs1	-3	-3	5	74*	2.0	-3	-22	1	2
COc1cc(C2C(C(=O)c3ccc(C)o3)=C(O)C(=O)N2c2cc(C)on2)ccc1O (configuration not stated)	5	-9	0	2	0.5	-2	1	0	6
CC12CCC(=O)N1C(C(=O)NCCN1C(=O)S/C(=C\c3ccc(OC(F)F)cc3)C1=O)CS2 (configuration not stated)	-4	-13	-15	9	0.1	0	-3	6	5
CCn1c(=O)cc(SCC(=O)NCc2ccc(C)cc2)c2ccccc21	4	4	2	5	1.7	1	3	0	2
CC(NC(=O)c1ccc(CS(C)(=O)=O)cc1)c1cccc2ccccc12 (configuration not stated)	-5	1	0	3	2.0	3	3	0	-5
Cc1cc(Cl)c2ccc3ccccc3c2n1	7	1	-1	0	-0.1	-4	1	-3	5
CC(C)(C)S(=O)(=O)c1ccccc1C(=O)O	-6	2	-7	0	-2.6	-2	-7	1	2
COc1ccc(C(=O)CCNc2ccc3c(c2)OCCO3)cc1	2	3	-4	1	-1.2	-1	-3	-3	-3
O=C(NCC(c1ccco1)N1CCc2ccccc2C1)C(=O)Nc1cc(F)ccc1F (configuration not stated)	-3	-3	5	-1	0.6	-1	3	-4	1
CC(=O)C1=NN(c2ccccc2)C(c2ccc3c(c2)OCO3)N1c1ccccc1 (configuration not stated)	13	-46	-44	5	2.8	27*	4	-2	-2
Nc1nc(CN2CCN(c3ccccn3)CC2)nc(Nc2ccc(F)cc2)n1	2	-2	3	-1	1.3	2	-7	-5	-3
CCOc1ccc(CONS(=O)(=O)c2ccc(NC(C)=O)cc2)cc1Cl	-3	10	4	6	2.6	0	-2	-2	2
O=C(CN1C(=O)c2ccc([N+](=O)[O-])cc2C1=O)NCCC1=CCCCC1	4	9	6	1	-1.8	-1	0	-8	-1

Not a retest: an excerpt of the list.
SMILES	PAFAH2 FP inh	procasp3 activ	proCasp7 act	AHR act	PP5 inh	TPT1 inhibitor	HCV core dimer	PP1 counter	Fh CTSL1 inh
C(=N\Nc1nc2ccccc2[nH]1)/c1cccs1	-3	-3	5	74*	2.0	-3	-22	1	2
COc1cc(C2C(C(=O)c3ccc(C)o3)=C(O)C(=O)N2c2cc(C)on2)ccc1O (configuration not stated)	5	-9	0	2	0.5	-2	1	0	6
CC12CCC(=O)N1C(C(=O)NCCN1C(=O)S/C(=C\c3ccc(OC(F)F)cc3)C1=O)CS2 (configuration not stated)	-4	-13	-15	9	0.1	0	-3	6	5
CCn1c(=O)cc(SCC(=O)NCc2ccc(C)cc2)c2ccccc21	4	4	2	5	1.7	1	3	0	2
CC(NC(=O)c1ccc(CS(C)(=O)=O)cc1)c1cccc2ccccc12 (configuration not stated)	-5	1	0	3	2.0	3	3	0	-5
Cc1cc(Cl)c2ccc3ccccc3c2n1	7	1	-1	0	-0.1	-4	1	-3	5
CC(C)(C)S(=O)(=O)c1ccccc1C(=O)O	-6	2	-7	0	-2.6	-2	-7	1	2
COc1ccc(C(=O)CCNc2ccc3c(c2)OCCO3)cc1	2	3	-4	1	-1.2	-1	-3	-3	-3
O=C(NCC(c1ccco1)N1CCc2ccccc2C1)C(=O)Nc1cc(F)ccc1F (configuration not stated)	-3	-3	5	-1	0.6	-1	3	-4	1
CC(=O)C1=NN(c2ccccc2)C(c2ccc3c(c2)OCO3)N1c1ccccc1 (configuration not stated)	13	-46	-44	5	2.8	27*	4	-2	-2
Nc1nc(CN2CCN(c3ccccn3)CC2)nc(Nc2ccc(F)cc2)n1	2	-2	3	-1	1.3	2	-7	-5	-3
CCOc1ccc(CONS(=O)(=O)c2ccc(NC(C)=O)cc2)cc1Cl	-3	10	4	6	2.6	0	-2	-2	2
O=C(CN1C(=O)c2ccc([N+](=O)[O-])cc2C1=O)NCCC1=CCCCC1	4	9	6	1	-1.8	-1	0	-8	-1

Other compounds follow:
SMILES	PAFAH2 FP inh	procasp3 activ	proCasp7 act	AHR act	PP5 inh	TPT1 inhibitor	HCV core dimer	PP1 counter	Fh CTSL1 inh
CS(=O)(=O)N1CCN(c2ccccc2NC(=O)Cc2ccc(Cl)cc2)CC1	0	1	-1	2	3.1	5	6	1	0
CCOC(=O)c1ccc(NC(=O)c2cccc3c2C(=O)N(CC2CCCO2)C3)cc1 (configuration not stated)	6	12	12	-2	3.0	1	31	4	2
CC1CCCCC1NC(=O)COC(=O)c1ccc2c(=O)n3c(nc2c1)CCC3 (configuration not stated)	9	9	13	1	nt	nt	nt	nt	nt
CC(C)(O)CC[C@H](OC(=O)c1ccccc1)[C@](C)(O)[C@H]1CC[C@@]2(O)C3=CC(=O)[C@@H]4C[C@@H](O)[C@H](O)C[C@]4(C)C3CC[C@]12C (some centres not stated)	3	6	-3	0	-0.1	-1	0	-2	0
CN1C[N+]([O-])=C(c2ccccc2)C1(C)C	-5	-3	10	-2	-0.5	3	-4	-3	-2
CCN(CC)S(=O)(=O)c1ccc2c3c(cccc13)C(=O)S2	-2	5	-3	-5	3.3	0	1	-1	-1
CCn1c(COc2cccc3cccnc23)nnc1SC(F)F	1	5	-2	2	-0.4	-4	-4	-3	1
Cc1cccc(CSc2ccc3nnc(-c4cccnc4)n3n2)c1	4	-1	10	37	-0.3	0	5	-1	-4
NC(=O)c1ccsc1NC(=O)COC(=O)C1=NNC(=O)CC1	6	1	13	-1	-0.9	nt	nt	-1	nt
Cc1ccnc(Nc2nc(-c3c(C)nc4sccn34)cs2)c1	9	-5	-4	-1	1.1	1	0	10	4
CCn1c(SCC(=O)Nc2ccc(OC)c(OC)c2)nnc1-c1ccco1	-5	2	3	-3	-2.0	2	3	0	1
Cc1ccc(S(=O)(=O)N(C)C)cc1NC(=O)CCNC(=O)c1ccco1	-11	1	-6	-2	1.5	-1	-23	-3	-3
CCOc1ccccc1C(=O)NCC(=O)N1CCN(Cc2ccc3c(c2)OCO3)CC1	6	1	3	7	2.1	nt	nt	0	nt
CC(=O)c1ccc(NC(=S)NC2CCCC(C)C2C)cc1 (configuration not stated)	-3	8	-1	2	3.5	0	8	-1	2
Cc1ccn2cc(-c3ccc(O)c(O)c3)nc2c1	2	-13	-17	7	1.7	-4	-1	-3	-5
CCOc1ccc(NC(=O)C2=NN(c3ccccc3)C(=O)CC2)cc1S(=O)(=O)N1CCCCC1	2	11	-10	8	4.0	nt	nt	-1	nt
CCCOc1ccc2ccccc2c1/C=N/n1c(C)nnc1-n1nc(C)cc1C	4	9	-3	13	1.9	-1	9	-2	3
COc1ccc(NC(=O)CCCNC(=O)c2ccc(Cl)cc2)cc1OC	-4	-3	-12	5	4.6	-4	-8	2	-1
CCCc1nc2ccc(NC(=O)c3ccco3)cc2c(=O)n1Cc1ccc(Cl)cc1	-18	-5	-3	12	5.3	-4	12	-5	3
C#CCNC(=O)C1=C[C@@H](c2ccc(C#C)cc2)C[C@@H](OCCCCO)O1	0	1	-7	18	0.5	-1	32	14	0
CC(C)C(=O)Nc1cccc(NC(=S)NC(=O)c2ccccc2Cl)c1	-8	3	7	4	-2.1	0	-4	0	-1
CCCCC1(C(=O)OCC)CC(CN2CCOCC2)OC1=O (configuration not stated)	7	-4	15	3	0.0	-5	-6	0	0
COc1cc(/C=N/NC(N)=O)ccc1OCC(=O)Nc1cc(C)c(C)cc1Br	-2	4	8	0	-2.5	-3	7	-2	3
Cn1cccc1-c1cc(C(=O)N/N=C/c2cc(Br)ccc2O)[nH]n1	0	-53	-77	35	0.9	0	-2	21*	4
COc1ccc(-c2cn3c(C)c(C(=O)NCc4ccc5c(c4)OCO5)sc3n2)cc1	12	3	4	16	5.2	0	8	2	-2
Cc1ccc(S(=O)(=O)N2CCN(c3ccnc4cc(Cl)ccc34)CC2)cc1	0	14	-4	-2	2.2	3	17	5	1
CCOCCOc1nc(C)cc(C)c1S(=O)(=O)c1ccccc1C	2	2	4	4	1.9	0	-7	5	-1
CCOc1ccc(C(=O)COC(=O)c2nn(CC)c(=O)c3ccccc23)cc1	-5	4	4	0	3.6	nt	nt	2	nt
O=C(c1cnn(C(=O)c2ccco2)c1)c1cc(F)ccc1O	1	-2	0	1	nt	nt	nt	nt	nt
O=C(CNC(=O)c1ccccc1)OCc1nnc(-c2ccccc2)o1	6	4	0	0	-0.4	1	6	-6	-2
O=C(NCc1ccccc1)C1=C[C@@H](c2ccc(C(F)(F)F)cc2)C[C@@H](OCc2ccc(CO)cc2)O1	-7	-3	-8	0	7.3	2	0	5	0
O=C(O)COc1ccccc1/C=N/NC(=O)c1cc(-c2ccccc2)nc2ccccc12	1	4	-4	16	1.9	-2	10	-3	3
CCN(CC)C(=O)Cn1cc(C(=O)C(=O)N2CCN(c3ccc(OC)cc3)CC2)c2ccccc21	-6	11	-2	2	-0.2	-1	-5	-1	-2
Cc1cccc(NC(=O)CCC2CCN(Cc3nccs3)CC2)c1	2	-6	-7	9	-1.8	2	-8	-7	-5
Cc1c(NC(=O)c2cccc(NC(=O)Cc3ccc(F)cc3)c2)c(=O)n(-c2ccccc2)n1C	6	-6	-1	1	-1.1	nt	nt	1	nt
COc1ccccc1CNC(=O)C1CCN(S(=O)(=O)c2cccc3cccnc23)CC1	8	7	16	0	0.7	-2	-5	-1	-4
O=C(CSc1nnc2c(Cl)cc(Cl)cn12)NC1CCS(=O)(=O)C1 (configuration not stated)	0	5	10	1	2.8	3	-2	-2	-3
COCCCNC(=S)Nc1ccc2nc(N3CCOCC3)cc(C)c2c1	6	-2	-1	5	1.6	0	1	5	3
CNC(=O)Nc1ccccc1NC(=O)NC	5	-2	1	1	0.8	-4	-1	4	1
CC1CCC(NC(=O)c2ccc(NS(=O)(=O)c3ccc4[nH]c(=O)[nH]c4c3)cc2)CC1 (configuration not stated)	4	9	6	4	-0.4	-1	2	-2	2
CC(=O)Cc1nsc(NC(=O)c2ccccc2Cl)n1	-3	1	9	0	-0.5	-1	0	8	2
CC1Cc2nc(SCC(=O)N3CCOCC3)n(-c3ccccc3)c(=O)c2S1 (configuration not stated)	-10	7	-2	0	1.0	0	-9	1	0
CN(C(=O)c1cccn(Cc2ccccc2)c1=O)c1ccccc1	5	-1	7	0	-0.3	2	2	-3	-3

Source: PubChem (The Scripps Research Institute Molecular Screening Center)
